# All columns: NCI-60 one-dose screen, growth in % after 48 h at 10 µM unless noted; 100 = growth as untreated, 0 = no growth, -100 = all killed.
# SK-MEL-2 = SK-MEL-2 melanoma; 4.7% of 77,000 active; AID 1794763
# SK-MEL-28 = SK-MEL-28 melanoma; 4.1% of 81,000 active; AID 1794761
# SK-MEL-5 = SK-MEL-5 melanoma. 6.4% of 80,000 active. AID 1794755
# MDA-MB-435 = MDA-MB-435 melanoma; 7.8% of 82,000 active
# MALME-3M = MALME-3M melanoma. 5.8% of 78,000 active. AID 1794766
# M14 = M14 melanoma; 6.2% of 80,000 active
# UACC-62 = UACC-62 melanoma; AID 1794756; 5.4% of 81,000 active
# UACC-257 = UACC-257 melanoma. 4.4% of 78,000 active. AID 1794764
# An asterisk follows results filed as active; x = not tested or not shown. How the source made its calls: active means growth percent below 10; inactive means the rest.
# A first look (2 entries):
SMILES,SK-MEL-2,SK-MEL-28,SK-MEL-5,MDA-MB-435,MALME-3M,M14,UACC-62,UACC-257
O=C(N=C(c1ccccc1)c1ccccc1)c1cccc(C(=O)N=C(c2ccccc2)c2ccccc2)c1,103,110,102,105,113,108,100,108
Cc1ccc(NC(=O)c2ccc3c(c2)nc(-c2cc4ccccc4[nH]c2=O)n3-c2cc(C(C)(C)C)[nH]n2)cc1,85,86,59,80,89,79,81,94

# Main list, from the first entry:
SMILES,SK-MEL-2,SK-MEL-28,SK-MEL-5,MDA-MB-435,MALME-3M,M14,UACC-62,UACC-257
O=C(N=C(c1ccccc1)c1ccccc1)c1cccc(C(=O)N=C(c2ccccc2)c2ccccc2)c1,103,110,102,105,113,108,100,108
Cc1ccc(NC(=O)c2ccc3c(c2)nc(-c2cc4ccccc4[nH]c2=O)n3-c2cc(C(C)(C)C)[nH]n2)cc1,85,86,59,80,89,79,81,94
Cc1cccnc1NC(=O)CNC(=O)C(C)c1ccc(CC(C)C)cc1 (centres undefined),x,109,x,109,127,99,105,x
CC[C@H](CO)Nc1nc(NCc2ccccc2)n2ncc(C(C)C)c2n1,11,-17*,-18*,11,-17*,8.9*,-42*,24
CC(=O)Nc1ccc(C(=O)NC(=S)Nc2ccc(C(=O)NO)cc2)cc1,114,102,102,104,94,104,88,103
COc1cccc(-c2ccc3c(c2)C2CCN(Cc4ccccc4)C3C2)c1 (centres undefined),61,86,99,9.1*,63,72,84,79
COc1ccc(C(=O)Nc2ccccc2C2=NCC(CO)O2)cc1 (centres undefined),92,78,99,102,111,105,97,95
COc1cc(/C=C\c2cc(/C=C\c3ccc(O)c(OC)c3)n(C(=O)CNc3ccccc3OC)n2)ccc1O,61,70,45,6.3*,48,35,79,85
COc1cc2c3c(n(CCCN4CCCCC4)c(=O)c2cc1OC)-c1cc2c(cc1C3=O)OCO2,x,-79*,61,-81*,-79*,-90*,59,x
CCCOCOCCC,107,109,99,94,107,104,94,x
Cc1ccc2oc(=O)cc(C3=NCCc4c3[nH]c3ccccc43)c2c1,85,97,92,75,x,78,60,x
CCCCCC(=O)OCCC1CCCCC1,106,105,100,100,84,94,104,96

# Another view of part of the listing above.
structure | SK-MEL-2 | SK-MEL-28 | SK-MEL-5 | MDA-MB-435 | MALME-3M | M14 | UACC-62 | UACC-257
COc1cc2c3c(n(CCCN4CCCCC4)c(=O)c2cc1OC)-c1cc2c(cc1C3=O)OCO2 | x | -79* | 61 | -81* | -79* | -90* | 59 | x
CC(=O)Nc1ccc(C(=O)NC(=S)Nc2ccc(C(=O)NO)cc2)cc1 | 114 | 102 | 102 | 104 | 94 | 104 | 88 | 103
O=C(N=C(c1ccccc1)c1ccccc1)c1cccc(C(=O)N=C(c2ccccc2)c2ccccc2)c1 | 103 | 110 | 102 | 105 | 113 | 108 | 100 | 108
COc1cccc(-c2ccc3c(c2)C2CCN(Cc4ccccc4)C3C2)c1 (centres undefined) | 61 | 86 | 99 | 9.1* | 63 | 72 | 84 | 79
COc1cc(/C=C\c2cc(/C=C\c3ccc(O)c(OC)c3)n(C(=O)CNc3ccccc3OC)n2)ccc1O | 61 | 70 | 45 | 6.3* | 48 | 35 | 79 | 85
Cc1cccnc1NC(=O)CNC(=O)C(C)c1ccc(CC(C)C)cc1 (centres undefined) | x | 109 | x | 109 | 127 | 99 | 105 | x
CC[C@H](CO)Nc1nc(NCc2ccccc2)n2ncc(C(C)C)c2n1 | 11 | -17* | -18* | 11 | -17* | 8.9* | -42* | 24

# Going on with the list.
SMILES,SK-MEL-2,SK-MEL-28,SK-MEL-5,MDA-MB-435,MALME-3M,M14,UACC-62,UACC-257
NC(=NC1CCCCC1)NC1CCCCC1,90,112,89,113,100,92,105,113
COc1cc(C2CC(c3ccc(N4CCOCC4)cc3)=NN2c2nc(-c3ccc(F)cc3)c(C#N)c(N3CCOCC3)n2)cc(OC)c1OC (centres undefined),97,107,94,99,125,98,102,108
COC(=O)CC1CSC(=S)N1c1cccc(F)c1 (centres undefined),111,102,98,x,94,91,90,94
COc1ccc(C(=O)/C=C/c2cc(OC)c(OC)c(OC)c2)cc1S(=O)(=O)NNC(=O)c1ccncc1,94,94,89,100,70,100,91,83
O=c1nc(NO)[nH]c(=O)n1Cc1ccccc1,x,107,x,101,100,106,105,x
CCOC(=O)c1ccccc1NC(c1ccccc1)c1ccc2cccnc2c1O (centres undefined),51,38,4.2*,39,54,16,13,22
CCOC(=O)c1cc([N+](=O)[O-])cc([N+](=O)[O-])c1,110,119,108,109,117,106,106,97
O=C(C1CC1)C1CC1,105,111,103,104,86,100,104,102
CC12CCC3C4(C)COC(c5ccc(F)cc5)OC4CCC3(C)C1CC(C1=CCOC1=O)O2 (centres undefined),109,100,51,93,103,x,69,80
COc1ccc2c(c1)c(/C=N/Nc1ccc3ccccc3n1)cn2C,82,-1.6*,23,11,13,-7.0*,21,62
CCOc1ccc2nc(C)cc(C)c2c1,105,99,99,104,107,107,97,108
O=C(NNc1ccccc1)c1ccccc1Cl,91,106,100,88,110,90,x,81
C/C(=N\N=C\c1ccc(O)cc1)c1nnn(-c2ccc([N+](=O)[O-])cc2)c1C,110,103,98,100,97,97,81,103
O=c1n(CCCn2cnn(-c3ccccc3)c2=O)cnn1-c1ccccc1,100,107,108,96,114,99,95,105
O=c1[nH]c2ccccc2cc1CSc1ccccc1Nc1nccc(-c2ccc(Cl)cc2)n1,113,107,97,100,86,108,77,104
COc1cc(C2CC(c3cccc(Nc4ccncc4)c3)=Nc3c(N)ncnc3N2)cc(OC)c1OC (centres undefined),93,102,94,70,84,91,87,88
CS(=O)(=O)c1ccc(-n2cc(/C=C/C(=O)c3ccc(NC(=O)CO[N+](=O)[O-])cc3)c(-c3ccc(Br)cc3)n2)cc1,108,102,99,103,106,101,102,107
COc1cc(-c2nc(C(=O)NCCCCC(=O)NO)nn2-c2ccc(Cl)cc2)cc(OC)c1OC,86,114,101,101,90,106,109,x
O=C(CSC(=S)N1CCCCC1)NC(=O)c1ccccc1,105,100,111,105,90,101,109,108
O=C(O)c1cc(-c2ccc(F)cc2)c2sc(=O)[nH]c2n1,90,107,106,113,96,91,107,103
N#Cc1c(-c2ccccc2)nc(SCC(O)CN2CCOCC2)[nH]c1=O (centres undefined),97,123,94,124,117,113,105,110
COc1cc(-c2nc3ccc(C(=O)c4ccccc4)cc3[nH]2)ccc1OCC(=O)N=Nc1c(O)[nH]c2ccccc12,108,99,96,101,97,x,102,99
C[C@@H]1CN(Cc2ccc(/C=C/c3n[nH]c4ccc5nc(-c6cn[nH]c6C(F)(F)F)c6c(c5c34)CCCC6)cc2)C[C@H](C)O1,58,41,40,47,41,19,44,75
CCSc1nc(-c2cccc(Br)c2)c(C#N)c(N2CCCCC2)n1,122,111,101,98,93,109,102,105
CCc1ccccc1NC(=O)N1CCOCC1,x,100,103,99,107,90,105,105
NC(=O)C1CCN(Cc2c[nH]c3ccccc23)CC1,103,117,99,105,102,95,95,86
O=C(NCc1ccc(Cn2c(=O)sn(CCCl)c2=O)cc1)OCc1ccc2c(Cl)cc(Cl)c(O)c2n1,92,81,79,81,68,67,66,94
O=C(/C=C(/C=C/c1cccc2[nH]ccc12)OB(F)F)/C=C/c1cccc2[nH]ccc12,-58*,-14*,-78*,-34*,-27*,-34*,-52*,-47*
O=C1C2=C(NC(=S)NC2c2ccc3c(c2)OCO3)c2ccccc21 (centres undefined),105,123,101,107,106,110,100,103
CCCOc1ccc(/C=N/Nc2cc(C)nc3ccc(Br)cc23)cc1,93,102,100,86,112,80,96,99
COc1ccc2c(=O)c(C(=O)O)c[nH]c2c1,111,99,99,110,101,90,103,108
CS(=O)(=O)c1ccc(/C(=N/NC(N)=S)c2ccc(Cl)cc2)cc1,105,105,89,84,108,91,90,101
COC1C(CO)OC(n2cnc3c(=S)nc(N)[nH]c32)C1O (centres undefined),151,114,103,110,100,95,99,x
CCCC/C(CC)=N\NS(=O)(=O)c1ccc([N+](=O)[O-])cc1,95,108,98,107,101,101,99,89
COc1ccc2c(c1)CCC1=C2CCC2(C)C(=O)CCC=C12 (centres undefined),101,110,97,96,109,97,98,94
CCOc1ccc2sc(NS(=O)(=O)c3ccc(N)cc3)nc2c1,109,117,106,107,118,109,93,111

# Fetched by compound from the entries so far (two):
SMILES,SK-MEL-2,SK-MEL-28,SK-MEL-5,MDA-MB-435,MALME-3M,M14,UACC-62,UACC-257
CCOc1ccc2sc(NS(=O)(=O)c3ccc(N)cc3)nc2c1,109,117,106,107,118,109,93,111
COc1ccc2c(=O)c(C(=O)O)c[nH]c2c1,111,99,99,110,101,90,103,108

# Entries of single compounds from above:
# COC1C(CO)OC(n2cnc3c(=S)nc(N)[nH]c32)C1O (centres undefined) as listed: SK-MEL-2 = 151; SK-MEL-28 = 114; SK-MEL-5 = 103; MDA-MB-435 = 110; MALME-3M = 100; M14 = 95; UACC-62 = 99; UACC-257 = x
# CCCC/C(CC)=N\NS(=O)(=O)c1ccc([N+](=O)[O-])cc1 as listed: SK-MEL-2 = 95; SK-MEL-28 = 108; SK-MEL-5 = 98; MDA-MB-435 = 107; MALME-3M = 101; M14 = 101; UACC-62 = 99; UACC-257 = 89

# Continuation:
SMILES,SK-MEL-2,SK-MEL-28,SK-MEL-5,MDA-MB-435,MALME-3M,M14,UACC-62,UACC-257
C[C@H](C(=O)N[C@@H](Cc1ccc(-c2ccccc2)cc1)C(=O)NC1CC(C)(C)N(C)C(C)(C)C1)c1ccc(-c2ccccc2)c(F)c1,-71*,-73*,-95*,-85*,-72*,-83*,-58*,-66*
OCc1cn(-c2ccc(Cl)cc2)nc1-c1ccc(O)cc1,96,108,95,89,100,95,100,108
CCCCC1=C(P(=O)(O)O)N[C@H](C(=O)O)CS1,103,90,99,101,96,93,85,87
O=[N+]([O-])c1cc(Cl)c(O)c(N=Nc2cc(S(=O)(=O)O)c3cccc4c3c2N=NN4)c1,111,122,107,113,96,104,99,97
O=C(O)c1ccc(CNc2ccc(C(=O)CCl)cc2)cc1,97,95,98,88,111,105,95,75
O=C(Cl)CCCCC(=O)NNc1nccc(Nc2ccc(S(=O)(=O)Nc3ccccn3)cc2)n1,96,109,107,104,102,99,103,100
O=C(CSC(=S)N1CCN(Cc2ccccc2)CC1)Nc1nc2ccc(Cl)cc2s1,x,110,102,100,107,108,x,96
O=C1Nc2ccccc2C(c2c[nH]c3ccccc23)N1Cc1ccccc1 (centres undefined),87,x,76,96,84,90,x,x
COc1cc(-c2cc3ccc(O)cc3oc2=O)cc(OC)c1OC,100,x,55,111,94,107,x,x
Cc1sc2nc3nc(Nc4ccccc4)[nH]n3c(=O)c2c1C,104,113,89,105,84,98,100,x
COc1c(N2CC3CCCNC3C2)c(F)cc2c(=O)c(C(=O)NN3C(=O)c4ccccc4C3=O)cn(C3CC3)c12 (centres undefined),120,112,107,106,104,x,102,113
COc1ccc(Cc2nnc(SCC(=O)Nc3ccc(Cl)cc3)n2Cc2ccccc2)cc1,83,103,95,101,94,x,62,101

# High-throughput results: PubChem, NCI
